Bioassay records deposited in PubChem BioAssay by National Center for Advancing Translational Sciences (NCATS).
GALK inh: qHTS Assay for Inhibitors of Human Galactokinase (GALK): NCGC Sytravon Library Screen. recombinant GALK, Kinase-Glo ATP luminescence, 1 h. Potency, µM (series often up to 57.5 µM), for inactives: at the top dose activity, negative = inhibition, usual class: inhibitors. 44,000 tested, under 10 active. AID 1347072, 2019;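 further: plate controls were full GALK reaction for no effect and reaction lacking GALK for full effect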
Target sequence (P51570 whole entry, looked up): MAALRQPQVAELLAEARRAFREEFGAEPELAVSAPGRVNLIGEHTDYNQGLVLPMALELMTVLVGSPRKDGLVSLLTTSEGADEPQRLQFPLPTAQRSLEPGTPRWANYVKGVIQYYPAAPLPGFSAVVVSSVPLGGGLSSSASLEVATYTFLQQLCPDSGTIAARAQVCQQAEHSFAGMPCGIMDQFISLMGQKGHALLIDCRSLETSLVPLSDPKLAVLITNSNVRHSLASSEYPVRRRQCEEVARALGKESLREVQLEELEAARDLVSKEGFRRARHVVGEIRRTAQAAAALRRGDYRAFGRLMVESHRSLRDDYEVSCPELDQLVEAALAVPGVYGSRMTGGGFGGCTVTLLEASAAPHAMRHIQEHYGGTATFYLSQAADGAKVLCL
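Luminescent ATP-depletion readout (Kinase-Glo Plus, 10 min) after 1 h RT reaction of 5 nM GALK, 35 uM ATP, 100 uM galactose, pH 8.0 HEPES buffer. Decreased kinase activity scored as inhibition.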
p53null 39C tox: qHTS Screen for Compounds that Selectively Target Cancer Cells with p53 Mutations: Cytotoxicity of p53 Null Cells at the Nonpermissive Temperature; H1299 p53-null (neo) cells, 39C, ATPlite viability, 24 h; Potency, µM (doses to about 46.1 µM), without a hit: at the highest dose activity, negative = cell killing, usual class: cytotoxic; actives 0.97% (n = 55,000); AID 904, 2007;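 further: potency means the concentration at half of the fitted maximal effect; 0% = DMSO only and -100% = full killing by 100 µM tamoxifen; nearly all actives have a fitted effect of over 50% in size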
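H1299 lung cancer cells, p53-null (H1299-neo) or expressing p53 A138V (H1299-p53A138V), were plated overnight at 37C, then exposed to compounds at up to 46 uM for 24 hr at 39C. Viability was read by ATP-based luminescence.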
PTAP-TSG101 blk: qHTS Validation Assay for Inhibitors of HIV-1 Budding by Blocking the Interaction of PTAP/TSG101: Sytravon Library Screen. Tumor susceptibility gene 101 protein (Homo sapiens), Q99816. Fluorescence polarization, FITC-PTAP peptide/Tsg101, 20 min. Potency, µM (series often up to 115 µM), for the others: at the top dose activity change, negative = inhibition, actives largely listed as inhibitors. 44,000 tested, under 10 active. AID 1347069, 2019; further: potency means the concentration at half of the fitted maximal effect; 0% is about no effect
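Steps: Tsg101 binding domain (10 uM final) in HEPES pH 7.5/NaCl/Tween 20/EDTA/TCEP; add compound; add FITC-PTAP peptide (50 nM final); incubate 20 min r.t.; read polarization.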
B2AR arrestin ag: qHTS assay of beta-arrestin-biased ligands of beta2-adrenergic receptor: NCGC Sytravon Library Screen | HTLA Tango cells, beta-arrestin recruitment, luciferase luminescence, 18 h | Potency, µM (doses to about 46.1 µM), without a hit: at the top dose activation, actives largely listed as activators | 44,000 tested, under 10 active;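 further: potency means the concentration at half of the fitted maximal effect; 0% = DMSO and full agonism = EC100 isoproterenol or metaproterenol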
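Tango cell line, 1% FBS DMEM; cpd titration up to 46 microM; 18 hr, 37 degrees C, 5% CO2. Luciferin/ATP substrate mix added, 15 min RT, luminescence. %Activity, CRC fitting, curve-class categorization.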
FH mod: Identification of activators of human fumarate hydratase by quantitative high-throughput screening; actives 0.22% (n = 54,000); FH coupled MDH/diaphorase resazurin fluorescence, 15 min; Fumarate hydratase, mitochondrial (Homo sapiens), P07954; Potency, µM (highest dose often 79.9 µM), without a hit: top-dose activity change, negative = inhibition, most hits filed as inhibitors; AID 1347055, 2019; further: potency means the concentration at half of the fitted maximal effect; on the % scale 0 is the no-effect control and ±100 the full control effect; the screen sought activators but most active calls are inhibition curves; nearly all actives have a fitted effect of over 45% in size
Target sequence (P07954 whole entry, looked up): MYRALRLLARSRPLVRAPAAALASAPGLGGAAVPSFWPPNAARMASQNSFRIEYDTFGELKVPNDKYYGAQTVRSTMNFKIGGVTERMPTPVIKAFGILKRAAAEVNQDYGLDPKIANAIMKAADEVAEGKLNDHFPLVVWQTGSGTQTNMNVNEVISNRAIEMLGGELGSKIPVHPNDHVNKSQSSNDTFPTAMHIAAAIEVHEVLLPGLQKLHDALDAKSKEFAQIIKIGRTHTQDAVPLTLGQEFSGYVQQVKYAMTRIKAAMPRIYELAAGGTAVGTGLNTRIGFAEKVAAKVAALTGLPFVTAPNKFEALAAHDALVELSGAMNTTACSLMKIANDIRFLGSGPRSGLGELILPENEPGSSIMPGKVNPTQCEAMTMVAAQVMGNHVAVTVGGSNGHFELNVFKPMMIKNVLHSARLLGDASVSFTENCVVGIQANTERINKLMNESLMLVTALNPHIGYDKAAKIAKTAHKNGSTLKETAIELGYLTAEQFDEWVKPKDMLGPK
NTMT1 inh: Primary qHTS for Inhibitors of N-terminal methyltransferase 1 (NTMT1): MTaseGlo Assay. N-terminal Xaa-Pro-Lys N-methyltransferase 1 (Homo sapiens), Q9BV86. NTMT1 MTase-Glo SAH luminescence, purified enzyme. Potency, µM (highest dose often 114 µM), inactives show at the highest dose activity change, negative = inhibition, actives largely listed as inhibitors. actives 2.5% (n = 59,000). AID 1645870, 2021;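 further: potency means the concentration at half of the fitted maximal effect; plate controls were DMSO vehicle for no effect and no enzyme for full effect; nearly all actives have a fitted effect of over 65% in size; many of its hits are not listed in these tables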
p53null 32C kill: qHTS Screen for Compounds that Selectively Target Cancer Cells with p53 Mutations: Cytotoxicity of p53 Null Cells at the Permissive Temperature; H1299-neo p53 null cells, ATP luminescence, 24 h, 32C; Potency, µM (titrated, usually from 46.1 µM), for inactives: at the top dose activity change, negative = cytotoxicity, actives largely listed as cytotoxic; actives 0.62% (n = 55,000); AID 903, 2007;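 further: potency means the concentration at half of the fitted maximal effect; 0% = DMSO only and -100% = full killing by 100 µM tamoxifen; nearly all actives have a fitted effect of over 55% in size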
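Cells lacking p53 (H1299-neo) are plated at 600 per well and allowed to settle overnight at 37C. Test compounds (up to 46 uM) are added and held 24 hours at 32C, then ATP is quantified by luminescence.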
The depositor's hits bear a star; ? = inconclusive; [ ] = dose if it differs, or a comment. The call rests on the fitted dose curve; in most records, active means well fitted curve in the direction sought with a large enough effect; inconclusive means small, poorly fitted or top-dose-only effect, or another doubt; inactive means no such curve, though single readings can be large; an effect the other way counts as inactive or inconclusive. These rows are one share of the data. The share of hits here may be higher or lower than overall.

entry	smiles	GALK inh	p53null 39C tox	PTAP-TSG101 blk	B2AR arrestin ag
1	COc1cc(NC(=O)c2cc3c(s2)-c2ccccc2OC3)cc(OC)c1OC	4%	?	1%	0%
2	CSc1ncc(Cl)c(C(=O)N(C)c2ccccc2)n1	0%	-3%	0%	0%
3	CSc1ccc(CNC(=O)CCn2ccc3cc(S(=O)(=O)N4CCC(C)CC4)ccc32)cc1	2%	9%	-8%	0%
4	COc1cc(OC)cc(C(=O)NCC(c2cccs2)S(=O)(=O)c2ccc(F)c(C)c2)c1 (stereo unspecified)	-3%	-6%	-4%	0%
5	Cc1nn(-c2ccccc2)c2c1N(CCCC(=O)NCc1ccc(OC(C)C)cc1)C(=O)CS2	-1%	-13%	-2%	3%
6	C=Cc1ccc(Cn2c(C(=O)O)c(CNCc3ccccc3)c3ccc(C)cc32)cc1	2%	?	-4%	0%
7	C=CCc1c(C)nc2nc(SCC(=O)Nc3cccc(Cl)c3)nn2c1C	-1%	-3%	-2%	0%
8	CCOc1ccc(Br)cc1C1NC(=O)c2c(sc3c2CCN(C)C3)N1 (stereo unspecified)	-2%	-5%	-4%	1%
9	COC(=O)c1cccc(Nc2nn3c(=O)c4cc5c(cc4nc3s2)OCO5)c1	2%	?	-1%	1%
10	Cc1ccccc1Cn1c(=O)n(CC2CCC(C(=O)N3CCOCC3)CC2)c(=O)c2sccc21 (stereo unspecified)	-2%	3%	-1%	0%
11	CC(C)OCCCN(C)C1CCN(S(=O)(=O)c2csc(C(N)=O)c2)CC1	0%	7%	-1%	0%
12	COc1ccccc1N1CCN(C(=O)c2cc(-c3ccc(F)cc3)on2)CC1	1%	-7%	2%	0%
13	Cc1c(C)n(Cc2ccc(Cl)cc2)c2ccc(C(=O)NCCc3ccc(S(N)(=O)=O)cc3)cc12	-1%	11%	0%	3%
14	CCN(Cc1ccccc1)C(=O)Cn1c(=O)n(-c2ccccc2)c(=O)c2c1c1cc(C)ccc1n2C	-4%	?	0%	0%
15	COc1cc(NC(=O)Cn2ccn(-c3cc(C)cc(C)c3)c(=O)c2=O)cc(OC)c1	1%	-21%	-1%	0%

entry	FH mod	NTMT1 inh	p53null 32C kill
1	?	16%	?
2	-23%	5%	-4%
3	-24%	3%	7%
4	1%	13%	-2%
5	-16%	-5%	-7%
6	?	2%	25%
7	-25%	-1%	-10%
8	3%	-5%	5%
9	4%	13%	0%
10	1%	-3%	6%
11	2%	-7%	-1%
12	-19%	3%	-2%
13	?	6%	33%[activator]
14	-1%	10%	-20%
15	1%	2%	-11%

(next part)
entry	smiles	GALK inh	p53null 39C tox	PTAP-TSG101 blk	B2AR arrestin ag
16	CCC(=O)N1c2ccccc2CC1C(=O)NCCCN1CCN(c2ccc(F)cc2)CC1 (stereo unspecified)	4%	-16%	0%	-1%
17	CCc1cccc(NC(=O)Cn2cc(C(=O)c3ccncc3)c(=O)c3cc(C)c(C)cc32)c1	1%	6%	-3%	?
18	CCC1=C(c2ccc(C)cc2)S(=O)(=O)N=C1N1CCC(C(=O)NCc2ccccc2Cl)CC1	-10%	5%	0%	-2%
19	CC(=O)c1ccc(NC(=O)Cn2ncc3c4ccccc4n(Cc4ccccc4)c3c2=O)cc1	-14%	-2%	3%	7%
20	Cc1ccc(CCNC(=O)c2ccc(Cn3c(=O)c4cccn4c4cccnc43)cc2)cc1	5%	?	0%	-1%
21	CCOc1ccccc1Nc1nc2c(S(=O)(=O)c3ccc(C)cc3)nnn2c2ccsc12	1%	-12%	-6%	4%
22	CCOC(=O)c1c(C)[nH]c(C)c1S(=O)(=O)N(C)CC(=O)N1CCN(c2ccccc2OC)CC1	-1%	35%[activator]	-3%	1%
23	CCS(=O)(=O)N1CCCC(C(=O)NCCOC)C1 (stereo unspecified)	2%	-5%	-4%	1%
24	CCOc1ccc(-c2nnc(SCC(=O)NCCc3ccc(OC)c(OC)c3)nc2-c2ccc(OCC)cc2)cc1	0%	11%	-6%	1%
25	CC(C)NC(=O)N1CCN(S(=O)(=O)c2ccc3c(ccn3C)c2)CC1	0%	4%	1%	1%
26	CCOc1ccc(CNC(=O)CCn2c(=O)c3cccn3c3ccc(F)cc32)cc1	-1%	65%[activator]	-2%	-1%
27	Cc1ccn2c(=O)cc(CSc3nnc(NC(=O)c4ccccc4Cl)s3)nc2c1	-1%	-6%	-1%	2%
28	COc1cccc2sc(NC(=O)c3ccc4c(c3)OCCO4)nc12	-1%	7.9µM*	-4%	0%
29	COc1ccc(OC)c(CNC(=O)c2cnc3c(C)cccn3c2=O)c1	-6%	17%	-1%	-2%
30	O=C(Nc1ccc(F)c(F)c1)C1CCCN1S(=O)(=O)c1cccc2nsnc12 (stereo unspecified)	10%	0%	-1%	1%

entry	FH mod	NTMT1 inh	p53null 32C kill
16	-25%	89µM*	-3%
17	?	18%	17%
18	-9%	9%	-1%
19	0%	13%	-1%
20	4%	-30%	-11%
21	3%	3%	-3%
22	-1%	-2%	25%
23	-10%	-1%	-8%
24	-6%	12%	2%
25	3%	-9%	-3%
26	3%	-2%	6%
27	?	4%	-3%
28	-1%	-2%	7.9µM*
29	-3%	?	-3%
30	-5%	-19%	-4%

From compound 28 up to 29, copied from above:
entry	smiles	GALK inh	p53null 39C tox	PTAP-TSG101 blk	B2AR arrestin ag
28	COc1cccc2sc(NC(=O)c3ccc4c(c3)OCCO4)nc12	-1%	7.9µM*	-4%	0%
29	COc1ccc(OC)c(CNC(=O)c2cnc3c(C)cccn3c2=O)c1	-6%	17%	-1%	-2%

entry	FH mod	NTMT1 inh	p53null 32C kill
28	-1%	-2%	7.9µM*
29	-3%	?	-3%

Other entries
entry	smiles	GALK inh	p53null 39C tox	PTAP-TSG101 blk	B2AR arrestin ag
31	COc1ccccc1NC(=O)C1=C(C)Nc2nc(SCc3ccccc3)nn2C1c1cccs1 (stereo unspecified)	0%	12%	-5%	1%
32	CCSc1ncc(Cl)c(C(=O)Nc2c(C(=O)Nc3ccc(Cl)cc3)oc3ccccc23)n1	6%	-2%	-4%	-1%
33	CCc1ccc2nc(N(Cc3cccnc3)C(=O)c3ccc(C#N)cc3)sc2c1	-1%	24%	2%	2%
34	CCC(C)NC(=O)CCSc1nc(-c2ccc(OC)cc2)cc(C(F)(F)F)n1 (stereo unspecified)	0%	1%	2%	-1%
35	Cc1c(C(=O)Nc2nc(-c3ccc(F)cc3)ns2)oc2ccc(Br)cc12	0%	-27%	2%	0%
36	CSc1ccc(CCNC(=O)C2CCN(c3ncnc4c3nc3n4CCCCC3)CC2)cc1	-4%	-5%	-6%	0%
37	O=C(Cc1ccc(F)cc1)NCCc1csc(-c2ccc(C(F)(F)F)cc2)n1	1%	3%	-5%	-2%
38	CCOc1ccccc1NC(=O)c1c(NC(=O)COc2ccc(Cl)cc2)sc2c1CCCCC2	-2%	13%	3%	0%
39	Cc1cc(C)c(Cn2c3ccccc3c3cnn(CC(=O)N4CCCCC4)c(=O)c32)c(C)c1	-7%	-7%	-2%	-1%
40	CC(=O)N1c2ccc(S(=O)(=O)NCC3CCC(C(=O)NCCC(C)C)CC3)cc2CC1C (stereo unspecified)	-6%	-16%	1%	0%
41	Cc1cccc(-c2nc3scc(CCNC(=O)c4ccc(Br)o4)n3n2)c1	-1%	-9%	-7%	0%
42	CCC(Sc1nc2cc3c(cc2c(=O)n1CCCC(=O)NCc1ccc2c(c1)OCO2)OCO3)C(=O)NCCCOC (stereo unspecified)	-1%	1%	0%	-3%
43	COc1cc(C(CC(=O)Nc2ccc(Br)cn2)N2Cc3ccccc3C2=O)cc(OC)c1OC (stereo unspecified)	3%	-8%	-9%	0%
44	O=C(C1CCCN(S(=O)(=O)c2cccc3nonc23)C1)N1CCN(c2ccccc2Cl)CC1 (stereo unspecified)	1%	5%	6%	1%
45	CC(=O)Nc1ccc(S(=O)(=O)NCC2CCC(C(=O)NCc3ccccc3Cl)CC2)cc1 (stereo unspecified)	3%	33%[activator]	3%	4%
46	COc1ccc(CCNC(=O)c2cc(C)nc3c2c(C)nn3-c2ccccc2)cc1OC	1%	22%	0%	-1%
47	CCCN1C(=O)CN(C2CCCCC2)C(=O)C1c1ccc(OC)c(OC)c1 (stereo unspecified)	3%	-4%	-1%	1%

entry	FH mod	NTMT1 inh	p53null 32C kill
31	-2%	9%	3%
32	-15%	2%	-6%
33	-21%	5%	-13%
34	-5%	-19%	-5%
35	3%	29%	-4%
36	-2%	9%	-13%
37	-8%	11%	21%
38	-1%	11%	14%
39	-17%	3%	14%
40	2%	1%	-7%
41	-15%	?	5%
42	3%	6%	2%
43	-8%	?	5%
44	-17%	2%	2%
45	1%	17%	-5%
46	-3%	-9%	-3%
47	0%	21%	-9%

Whole records from above:
COc1cccc2sc(NC(=O)c3ccc4c(c3)OCCO4)nc12 in the list: GALK inh: -1%; p53null 39C tox: 7.9µM*; PTAP-TSG101 blk: -4%; B2AR arrestin ag: 0%; FH mod: -1%; NTMT1 inh: -2%; p53null 32C kill: 7.9µM*
COC(=O)c1cccc(Nc2nn3c(=O)c4cc5c(cc4nc3s2)OCO5)c1 in the list: GALK inh: 2%; p53null 39C tox: ?; PTAP-TSG101 blk: -1%; B2AR arrestin ag: 1%; FH mod: 4%; NTMT1 inh: 13%; p53null 32C kill: 0%
Cc1nn(-c2ccccc2)c2c1N(CCCC(=O)NCc1ccc(OC(C)C)cc1)C(=O)CS2 in the list: GALK inh: -1%; p53null 39C tox: -13%; PTAP-TSG101 blk: -2%; B2AR arrestin ag: 3%; FH mod: -16%; NTMT1 inh: -5%; p53null 32C kill: -7%
